# Compound activity as filed in PubChem.
# OXTR potentiator – potentiates the human oxytocin receptor response; hit rate 0.061% among 320,000; activation, % at 3 µM; AID 2445; CHO-OTR cells, Fluo-8 calcium fluorescence, potentiator mode; 0% = oxytocin EC15, 100% = EC100; P30559;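 active = activation above that plate's cutoff, the mean activation of tested compounds plus 3 SD, cut at about 6.6% in these data, passing the limit was not always enough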;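 also: 100% uses oxytocin at 75 nM as the full agonist control; some results filed as inactive read as strong as hits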
# Target sequence (P30559 whole entry, looked up): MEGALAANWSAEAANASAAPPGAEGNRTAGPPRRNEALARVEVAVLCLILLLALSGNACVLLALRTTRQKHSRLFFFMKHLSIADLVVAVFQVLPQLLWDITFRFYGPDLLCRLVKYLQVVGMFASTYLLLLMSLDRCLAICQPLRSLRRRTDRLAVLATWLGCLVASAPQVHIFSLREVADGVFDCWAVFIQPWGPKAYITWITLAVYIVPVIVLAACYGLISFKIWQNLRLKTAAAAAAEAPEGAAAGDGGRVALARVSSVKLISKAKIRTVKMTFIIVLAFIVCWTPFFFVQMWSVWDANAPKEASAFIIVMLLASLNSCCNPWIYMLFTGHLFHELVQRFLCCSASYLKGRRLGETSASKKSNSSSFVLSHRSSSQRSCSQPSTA
#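 Dosing: Single dose, 3.0 µM nominal final compound concentration | Material: Human OTR in CHO cells | Technique: Kinetic Fluo-8 calcium fluorescence | Benchmarks: EC15 oxytocin alone as 0%, 75 nM oxytocin as 100% | Probe or stimulus: Oxytocin at about EC15, sub-maximal agonist stimulus | Incubation: Compound 6 min at room temperature before oxytocin, 100 s read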
# V1aR counter – counter-screen for oxytocin receptor agonists: human V1a receptor agonists; AID 2797; P37288; activation, % at 3 µM; CHO-V1R cells, Fluo-8 calcium fluorescence, agonist mode; 0% DMSO, 100% 3 nM vasopressin; hit rate 0.25% among 320,000;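 active = activation above the mean activation of all tested compounds plus 3 SD, per screening run, cut at about 20% in these data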;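 also: signal is peak over basal fluorescence ratio across a 100 second FLIPR read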
# M1 PAM parental – M1 PAM counterscreen hit in parental CHO-K1 cells; ATP EC20, Fluo-8 calcium fluorescence; 0% at ATP EC20, 100% at ATP max; activation, % at 3 µM; hit rate 0.02% among 360,000; AID 602247;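 active = activation above the run cutoff, the mean activation of all test compounds plus 3 SD, cut at about 40% in these data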;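 also: peak over basal fluorescence ratio in a 140 s read after ATP addition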
# CHO-K1 Ca antag – counter-screen for M1 antagonists: effect in parental CHO-K1 cells | ATP-induced calcium, Fluo-8 fluorescence | AID 602250 | hit rate 0.6% among 360,000 | inhibition, % at 3 µM;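 active = inhibition above a per-plate cutoff, the plate's mean sample inhibition plus 3 SD, cut at about 24% in these data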;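 also: 0% = DMSO plus EC80 ATP and 100% = DMSO alone without ATP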
# TAAR1 antagonist – human TAAR1 antagonism; inhibition, % at 3 µM; CHO RD-HGA16 TAAR1, Fluo-8 calcium fluorescence, antagonist; Q96RJ0; hit rate 1.5% among 360,000;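 active = inhibition above a per-plate cutoff, the mean inhibition of test compounds on that plate plus 3 SD, cut at about 49% in these data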;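 also: 0% = DMSO plus EC80 beta-PEA response and 100% = DMSO alone without agonist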
# Target sequence (Q96RJ0 whole entry, looked up): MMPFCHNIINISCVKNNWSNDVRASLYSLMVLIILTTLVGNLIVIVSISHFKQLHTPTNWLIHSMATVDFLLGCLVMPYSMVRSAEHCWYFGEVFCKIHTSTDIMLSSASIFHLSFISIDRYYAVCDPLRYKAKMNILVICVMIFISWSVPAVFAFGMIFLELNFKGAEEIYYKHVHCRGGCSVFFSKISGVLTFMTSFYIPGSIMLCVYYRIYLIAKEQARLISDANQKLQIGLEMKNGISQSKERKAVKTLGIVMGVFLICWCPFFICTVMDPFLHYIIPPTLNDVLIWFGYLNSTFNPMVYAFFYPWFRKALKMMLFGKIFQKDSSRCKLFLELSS
#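 Material: RD-HGA16 CHO cells with stable hTAAR1 and Gα16; Dosing: single nominal final test compound concentration of 3 µM; Schedule: seeding 17-24 h prior, 75-min 37 °C, 30-min RT dye loading; Detection: kinetic Fluo-8 calcium fluorescence measurement; Measure: % inhibition from peak post-agonist over basal fluorescence ratio; Benchmarks: vehicle and agonist controls.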
# OXTR ag – agonists of human oxytocin receptor | P30559 | CHO-OTR cells, Fluo-8 calcium fluorescence; normalized: DMSO 0%, oxytocin 100% | activation, % at 3 µM | hit rate 0.32% among 320,000 | AID 2435;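 active = activation above the mean of all tested compounds plus 3 SD, cutoff set per screening run, cut at about 20% in these data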;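 also: peak over basal fluorescence ratio from a 100 s FLIPR kinetic read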
# CHO parental Ca – counter-screen for OX1R antagonists: effect in parental CHO cells. parental CHO-K1, ATP-induced calcium, Fluo-8 fluorescence. inhibition, % at 5.6 µM. hit rate 0.63% among 330,000. AID 463079;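 active = inhibition above that plate's mean sample inhibition plus 3 SD, cut at about 26% in these data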;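 also: 0% = ATP-challenged DMSO wells and 100% = DMSO wells without ATP; some compounds past the cut are filed as inactive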
#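 Test system: untransfected parental CHO cell line; also added: ATP stimulus; dosing: 5.6 µM, single dose; signal: calcium-sensitive Fluo-8 fluorescence; measure: percent inhibition of ATP-evoked calcium rise, normalized to controls; benchmarks: low control ATP plus DMSO, high control DMSO only; replication: one well per compound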
# CHO-K1 Ca ag – counter-screen for M1 agonists: effect in parental CHO-K1 cells; Fluo-8 calcium fluorescence; scaled to maximal ATP response, vehicle zero; activation, % at 3 µM; hit rate 0.48% among 360,000; in the data active = activation above about 15%;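 also: untransfected CHO-K1 host cells lacking M1 receptor as counterscreen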
# GPR7 antag – human neuropeptides B/W receptor 1 antagonism; P48145; GPR7-expressing cells, fluorescence antagonist assay; inhibition, % at 4.4 µM; hit rate 1.1% among 290,000; in the data active = inhibition above about 16%, passing the limit was not always enough;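 also: cells stimulated with the agonist NPW; 0% = agonist with vehicle and 100% = vehicle without agonist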
# Target sequence (P48145 whole entry, looked up): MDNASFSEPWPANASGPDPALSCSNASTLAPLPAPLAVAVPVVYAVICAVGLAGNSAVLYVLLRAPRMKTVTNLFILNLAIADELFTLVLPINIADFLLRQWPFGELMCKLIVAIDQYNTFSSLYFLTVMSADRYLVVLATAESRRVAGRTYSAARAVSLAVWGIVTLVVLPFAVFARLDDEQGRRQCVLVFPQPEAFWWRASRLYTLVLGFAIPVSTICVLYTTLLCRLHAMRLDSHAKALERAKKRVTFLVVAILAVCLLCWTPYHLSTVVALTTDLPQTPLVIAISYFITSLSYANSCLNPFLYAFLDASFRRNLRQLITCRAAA
# Active calls of the source: *; . = no result given.
SMILES,OXTR potentiator,V1aR counter,M1 PAM parental,CHO-K1 Ca antag,TAAR1 antagonist,OXTR ag,CHO parental Ca,CHO-K1 Ca ag,GPR7 antag
CC(C)=C(NC(=O)c1ccccc1)C(=O)Nc1cccc(C(=O)O)c1,-4,0.0,19,-15,14,-0.1,-6,0.9,-2
CC(C)(C)c1nnc(SCC(=O)c2ccccc2)n(N)c1=O,-8,1.3,11,-4,-4,4.0,-7,0.1,-13
COc1ccc(-c2nc(C#N)c(NCc3ccc(F)cc3)o2)cc1OC,-6,4.0,15,-3,2,-2.4,-18,1.9,7
COc1ccc(CCNC(=O)CSc2ccc(-c3cccs3)nn2)cc1,-2,0.0,21,-10,-12,-0.6,-12,0.5,-2
Cc1ccc(Sc2cc(Cl)nc(N)n2)cc1,-13,-0.4,13,-3,-21,-0.6,-17,0.0,-9
N#C/C(=C\c1ccc(O)c(O)c1)C(=O)NCCCc1ccccc1,-17,4.3,-7,19,-5,1.5,9,1.5,9
Cc1ccccc1N1CCN(C(=O)C2CCC(=O)N(C3CCCC3)C2)CC1 (stereo unspecified),-10,0.4,15,-2,-11,1.0,-14,14,-8
COc1ccc(S(=O)(=O)N/N=c2\oc3c(OC)cccc3cc2S(=O)(=O)c2ccc(C)cc2)cc1OC,-6,0.1,26,-13,11,1.2,-11,2.5,-5
Cc1ccc(S(=O)(=O)CCC(=O)OCc2ccc(Cl)cc2)cc1,-1,0.6,13,19,-11,-1.4,2,-0.3,-3
COc1ccc(/C=C2/SC(c3ccc(C)cc3)=NC2=O)cc1OC,-26,1.6,20,-5,15,3.2,-10,2.5,7
CN1C(=O)NC(c2ccc(O)cc2)C2=C1CN(c1cccc3ccccc13)C2=O (stereo unspecified),2,4.8,-6,5,-5,1.0,-12,0.0,-1
O=C(CCCN1C(=O)/C(=C/c2cccc(Br)c2)SC1=S)Nc1cccnc1,-14,2.6,11,-6,28,0.5,-32,2.1,-12
O=C(N/N=C/c1ccc2nccnc2c1)c1ccccc1O,-1,0.0,.,.,13,-0.1,-9,.,-13
COc1ccccc1NC(=O)CN1CCC(C(=O)c2ccc(F)cc2)CC1,-14,1.6,21,4,-6,-0.6,-15,0.9,3
Cc1ncc(C)c2c([N+](=O)[O-])cccc12,.,.,18,-9,-21,.,.,-0.1,.
O=Cc1coc2ccc3ccccc3c2c1=O,-3,-0.2,1,4,5,-0.3,-10,-0.1,-19
O=C1CC(c2ccccc2)CC(O)=C1C=Nc1ccc(Cl)cc1 (stereo unspecified),-6,2.5,21,-17,6,-0.7,-2,2.6,3
Cn1c(=O)c2[nH]c(COc3ccc(C(C)(C)C)cc3)nc2n(C)c1=O,-7,6.0,0,-5,.,8.8,54*,14,-17
OCCNCCCCOc1ccc(OCc2ccccc2)cc1,-7,3.3,16,-4,2,9.3,0,1.5,0
O=C(N/N=C/c1oc(O)c2ccccc12)c1ccccc1,3,0.7,25,-2,-23,-0.8,-6,8.4,-1
COCCn1c(C)cc2c(c1=O)C(c1ccccc1F)C(C#N)=C(N)O2 (stereo unspecified),-4,-0.4,13,0,6,1.5,7,0.3,-2
CN(Cc1ccccc1)C(=O)c1ccccc1Br,-6,0.1,22,-7,10,-1.1,-8,0.5,-13
CC1(C)CC(=O)C=C(NCc2ccncc2)C1,-5,-0.1,7,-8,2,0.2,4,0.0,3
Cc1cc2c(c(=O)o1)C(C(C)C)C(C#N)=C(N)O2 (stereo unspecified),-6,0.7,-1,-6,-12,-0.6,3,0.3,-2
CCCCC[n+]1ccn(-c2nc3ccccc3nc2[N-]S(=O)(=O)c2ccccc2)c1,2,0.1,-18,15,5,-0.5,-16,-0.3,5
Cc1ccc(Cn2cc(CN3CC(N4CCN(CCO)CC4)CS3(=O)=O)nn2)cc1 (stereo unspecified),.,.,-3,4,-4,.,.,-0.3,.
CN(CC(=O)Nc1ccc(F)c(F)c1F)C(=O)C1CCCO1 (stereo unspecified),-8,0.7,-24,16,9,0.1,3,-0.2,.
COc1ccc(-c2ocnc2C(=O)Nc2ccc(N3CCOCC3)cc2N2CCOCC2)cc1OC,-3,0.5,-6,-17,10,0.4,-8,0.9,-10
COc1ccc(S(=O)(=O)N2CCC(C(=O)N(C)Cc3ccc(C)o3)CC2)cc1OC,-7,-1.0,-18,7,2,-0.4,-11,-0.3,.
C/C(=N\NC(=O)c1ccc(Br)cc1)C1C(=O)c2ccccc2C1=O,-14,6.2,3,-17,11,6.8,-2,12,1
CCN(Cc1cnn(C)c1)C(=O)c1ccc(OC2CCN(S(=O)(=O)N(C)C)CC2)cc1,-19,4.4,3,-14,5,2.6,-3,1.1,-1
CC(=O)NCC(=O)N(c1c(C)n(C)n(-c2ccccc2)c1=O)C1(C(=O)NC2CCCC2)CCCCC1,-6,-1.3,5,-3,-18,-0.8,-3,-0.3,-2
COc1cccc(Cn2cc(N)cn2)c1,-2,-0.2,1,-5,11,-0.5,-17,-0.1,4
COC(=O)/C=C1/SC(=Nc2ccc(Cl)c(Cl)c2)NC1=O,0,1.2,-4,-1,-9,0.4,-25,0.1,-8
C#CCOC(=O)Nc1cccn(Cc2c(Cl)cccc2Cl)c1=O,-5,0.1,-6,1,-2,0.1,-9,0.4,-2
O=C(NCc1ccccc1)C(c1ccco1)N(C(=O)c1cnccn1)c1ccc(F)cc1 (stereo unspecified),-21,-1.1,18,-10,5,-1.0,-17,1.4,-1
COc1cccc2[nH]c3c(=O)[nH]cnc3c12,.,.,9,-4,-12,.,.,12,13
C=CCC(Nc1ccccc1)c1cccc(OC)c1OC (stereo unspecified),-3,-1.5,28,-17,-6,-3.2,-22,1.2,-11
COc1ccc2nc(NC(=O)CSc3nc(C)cc(=O)[nH]3)sc2c1,-5,-0.3,-4,0,-17,-0.3,-4,0.0,-15
CC(=O)CCC(=O)NCCc1ccccc1F,-4,1.4,20,-13,1,0.9,3,0.6,-5
Cc1ccc(-c2nc(SCC(N)=O)c(C#N)c3c2CCCC3)cc1,-9,-0.6,-3,30*,-12,-2.0,-4,-0.1,0
CCC1(C)Cc2c(sc3[nH]c(=S)[nH]c(=S)c23)CO1 (stereo unspecified),-22,-0.3,-26,-10,5,-1.6,0,1.3,7
COc1ccccc1C(=O)NN(C)C1=NS(=O)(=O)c2ccccc21,-9,0.6,21,-14,-19,0.4,-1,2.7,4
CN1C(=O)[C@H]2[C@@H](/C=C/c3ccccc3)N3C(=O)CN(Cc4ccccc4)C(=O)[C@@]3(C)[C@H]2C1=O,-6,0.2,-6,-4,-1,-0.4,-10,-0.1,-6
COc1ccc([N+](=O)[O-])cc1N(CC(=O)NC(C(C)C)C(C)C)S(C)(=O)=O,-1,1.9,8,0,1,-0.9,-5,3.4,-9
CC(C)(C)OC(=O)C[C@@H]1C/C=C\C[C@@H](CC(=O)N[C@@H](CO)Cc2ccccc2)C(=O)NC[C@@H](c2ccccc2)OC1=O,7,0.8,-6,-7,67*,-0.6,-14,4.0,.
C/C(=N/O)c1ccc(Oc2cnccn2)cc1,-9,1.0,7,9,6,-0.7,-1,0.3,-3
Cc1cc2nc(NC(=O)C3(C)CCCN(C(C)C)C3)[nH]c2cc1C (stereo unspecified),.,.,-4,-5,-16,.,.,0.1,.
Cc1ccc(NC(=S)NCc2ccc3c(c2)cc(C)n3C)c(C)c1,-9,-0.6,18,-18,14,-1.6,-10,-0.4,-4
Cc1cccc2cc(CN(CC3CCCO3)C(=S)Nc3ccccc3)c(=O)[nH]c12 (stereo unspecified),-5,0.7,10,0,14,-0.3,-11,0.6,5
COC(=O)Nc1cc(C(=O)c2ccc(Cl)cc2Cl)c[nH]1,-7,5.3,-13,-9,-5,3.0,4,2.1,4
CC(C)Cn1c(=O)c(C(=O)N/N=C/c2cccc(F)c2)c(O)c2ccccc21,-1,9.7,20,-14,-6,-0.8,-21,0.0,17
CCc1cc2c(=O)c(-c3nc4ccccc4n3C)c(CCCC(=O)O)oc2cc1OC(=O)C(C)(C)C,0,0.6,25,-8,4,0.7,-4,0.6,1
O=c1c2ccccc2nnn1Cc1ccccn1,-3,0.2,31,-19,2,-1.0,4,0.4,-15
CC(NC(=O)Cn1cnnn1)c1cccc(C(F)(F)F)c1 (stereo unspecified),-3,-0.4,27,-10,9,6.9,0,0.8,4
CC(NC(=O)/C(=C\c1ccco1)NC(=O)c1ccccc1Br)C(=O)O (stereo unspecified),-6,0.9,-4,4,5,1.2,0,0.1,-13
CCc1nc(SCC(=O)c2cccs2)c2oc3ccccc3c2n1,-2,1.2,-8,26*,31,1.9,1,0.5,-6
CC(Oc1ccc(Cl)cc1Cl)C(=O)Nc1cccnc1 (stereo unspecified),-18,2.7,10,-2,10,5.2,3,1.3,-3
Cc1ccc(S(=O)(=O)N2CCN(C(=O)C(C)Cn3cncn3)CC2)cc1 (stereo unspecified),-7,-0.3,5,-14,-16,0.1,-8,-0.5,-3
Cc1ccc(/C=N/NC(=O)c2nc3nc(C)cc(C)n3n2)cc1,-6,0.7,-11,9,3,-0.1,-2,0.0,-6
O=C(c1cc(COc2ccc(F)cc2Cl)on1)N1CCCCC1c1cccnc1 (stereo unspecified),-13,7.8,-25,9,7,4.7,-8,7.8,7
COc1ccc(-c2noc(-c3ccccc3C(=O)NCC3CCCO3)n2)cc1 (stereo unspecified),0,1.6,19,-17,15,-0.4,-25,3.5,-9
CC(=O)c1ccc(NC(=O)N[C@@H](CC(C)C)C(=O)O)cc1,-16,0.2,4,1,-18,-0.5,-8,0.2,-11

# Another view of five compounds above.
molecule | OXTR potentiator | V1aR counter | M1 PAM parental | CHO-K1 Ca antag | TAAR1 antagonist | OXTR ag | CHO parental Ca | CHO-K1 Ca ag | GPR7 antag
Cc1ccc(/C=N/NC(=O)c2nc3nc(C)cc(C)n3n2)cc1 | -6 | 0.7 | -11 | 9 | 3 | -0.1 | -2 | 0.0 | -6
Cc1cccc2cc(CN(CC3CCCO3)C(=S)Nc3ccccc3)c(=O)[nH]c12 (stereo unspecified) | -5 | 0.7 | 10 | 0 | 14 | -0.3 | -11 | 0.6 | 5
CCc1nc(SCC(=O)c2cccs2)c2oc3ccccc3c2n1 | -2 | 1.2 | -8 | 26* | 31 | 1.9 | 1 | 0.5 | -6
Cc1cc2nc(NC(=O)C3(C)CCCN(C(C)C)C3)[nH]c2cc1C (stereo unspecified) | . | . | -4 | -5 | -16 | . | . | 0.1 | .
CCc1cc2c(=O)c(-c3nc4ccccc4n3C)c(CCCC(=O)O)oc2cc1OC(=O)C(C)(C)C | 0 | 0.6 | 25 | -8 | 4 | 0.7 | -4 | 0.6 | 1
